BAZ2B block: qHTS Assay for Inhibitors of BAZ2B; Potency, µM (top dose mostly 114 µM), inactives show top-dose activity change, negative = inhibition, actives largely listed as inhibitors; AlphaScreen BAZ2B-H3K14Ac peptide displacement; 360,000 compounds, 4.4% hits; Bromodomain adjacent to zinc finger domain protein 2B (Homo sapiens), Q9UIF8; note: potency is the fitted concentration of half-maximal effect; % is set by controls: 0 for no effect and ±100 for the full control effect; nearly all actives have a fitted effect of over 60% in size
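In this displacement format the biotinylated H3(5-23) peptide acetylated at Lys14 serves as ligand at 50 nM, with BAZ2B at 50 nM in PBS pH 7.4 containing 0.01% Tween-20. Donor and acceptor beads are 10 ug/mL final.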
ERG-DNA inh: qHTS for Small Molecule Inhibitors of the ERG Ets/DNA interaction; Transcriptional regulator ERG (Homo sapiens), P11308; fluorescence polarization, His-ERG Ets domain / labelled DNA; Potency, µM (doses to about 76.9 µM), without a hit: top-dose FP activity, negative = inhibition, most hits filed as inhibitors; 370,000 compounds, 0.028% hits; AID 624246, 2012; active = well fitted inhibition curve with a large enough effect in the polarisation, with a control signal flat; inconclusive = small, poorly fitted or top-dose-only effect, or effect the other way, or a change in a side signal; inactive = no such curve, though single readings can be large or run the other way; the % refers to the polarisation;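 note: polarization taken with two DNA probes labelled with fluorescein and Texas red; potency is the fitted concentration of half-maximal effect; % of control where 0% means no effect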
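His-tagged ERG Ets domain (1 uM in the protein solution; 300mM KCl, 50mM Tris-HCl, 1mM EDTA, 1mM DTT, pH 7.5) received compound, then a probe mix of 5 nM fluorescein-DNA and 100nM Texas-615-DNA. Fluorescence polarization was read for both dyes.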
PI4K2A block: qHTS for small molecular inhibitors of PI4K2A | 420,000 compounds, 0.13% hits | Phosphatidylinositol 4-kinase type 2-alpha (Homo sapiens), Q9BTU6 | activity change, negative = inhibition, % at 76.9 µM | purified PI4K2A, ADP-Glo luminescence, 1 h; stronger effect = lower value; in the data active = activity change below about -50%; inconclusive = mostly about -30% to -49%;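 note: -100% = wells without enzyme as full effect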
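In this quantitative HTS, ADP production by PI4K2A was quantified luminescently after 1 h at ambient temperature; 100 microM adenosine served as plate-quality control.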
HP1b chromo inh: HTS for Inhibitors of HP1-beta Chromodomain Interactions with Methylated Histone Tails | 390,000 compounds, 0.56% hits | Chromobox protein homolog 1 (Homo sapiens), P83916 | Potency, µM (highest dose often 114 µM), inactives show at the top dose activity change, negative = inhibition, usual class: inhibitors | AlphaScreen HP1-beta / biotin-H3K9me3 peptide binding; note: potency is the fitted concentration of half-maximal effect; nearly all actives have a fitted effect of over 70% in size; inactives centre near 23
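AlphaScreen: HP1-beta (50 nM) preformed 30 min with biotin-H3(1-18)K9me3 peptide (50 nM) in PBS pH 7.4, 0.01% Tween-20. Compound added for 30 min at RT, then streptavidin donor/nickel chelate acceptor beads (10 ug/mL) for 30 min.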
12-LOX inh: Primary qHTS assay for inhibitors of human arachidonate 12S-lipoxygenase (ALOX12): Round 2 | Polyunsaturated fatty acid lipoxygenase ALOX12 (Homo sapiens), P18054 | purified 12hLO, xylenol orange hydroperoxide absorbance | Potency, µM (highest dose often 108 µM), without a hit: at the top dose activity change, negative = inhibition, actives largely listed as inhibitors | 580,000 compounds, 1.1% hits | AID 1671190, 2021; note: potency is the fitted concentration of half-maximal effect; % is set by controls: 0 for no effect and ±100 for the full control effect
Target sequence (P18054 whole entry, looked up): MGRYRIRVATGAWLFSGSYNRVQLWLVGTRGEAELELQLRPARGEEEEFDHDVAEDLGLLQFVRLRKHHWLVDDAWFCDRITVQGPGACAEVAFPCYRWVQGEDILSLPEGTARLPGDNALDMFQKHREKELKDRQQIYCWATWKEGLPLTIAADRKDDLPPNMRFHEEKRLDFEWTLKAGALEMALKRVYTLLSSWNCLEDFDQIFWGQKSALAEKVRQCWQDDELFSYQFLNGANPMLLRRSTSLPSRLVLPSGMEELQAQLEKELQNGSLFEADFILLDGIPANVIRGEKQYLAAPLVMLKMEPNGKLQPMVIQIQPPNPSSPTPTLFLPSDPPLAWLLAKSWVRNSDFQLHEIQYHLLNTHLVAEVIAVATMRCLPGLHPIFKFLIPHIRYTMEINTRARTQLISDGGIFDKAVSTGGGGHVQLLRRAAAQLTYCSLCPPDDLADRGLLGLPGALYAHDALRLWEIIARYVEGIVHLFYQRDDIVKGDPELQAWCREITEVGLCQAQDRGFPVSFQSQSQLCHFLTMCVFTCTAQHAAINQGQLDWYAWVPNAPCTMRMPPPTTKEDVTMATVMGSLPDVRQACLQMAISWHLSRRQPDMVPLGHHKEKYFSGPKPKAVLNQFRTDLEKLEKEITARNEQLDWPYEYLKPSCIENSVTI
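Purified human 12hLO at 150 nM in 25 mM Hepes, 0.01% Triton X-100, pH 7.0, preincubated 15 min at room temperature with compound. Reaction started with 40 uM arachidonic acid, 30 min at room temperature. Hydroperoxide measured by Fe-xylenol orange, 573/405 nm absorbance ratio.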
G9a inh: qHTS Assay for Inhibitors of Histone Lysine Methyltransferase G9a. AID 504332, 2011. 350,000 compounds, 8.8% hits. G9a H3K9 monomethylation, AlphaScreen, 2 h. Potency, µM (highest dose often 102 µM), inactives show at the top dose activity, negative = inhibition, usual class: inhibitors. Histone-lysine N-methyltransferase EHMT2 (Homo sapiens), Q96KQ7; note: potency is the fitted concentration of half-maximal effect; % is set by controls: 0 for no effect and ±100 for the full control effect; nearly all actives have a fitted effect of over 75% in size
Target sequence (Q96KQ7 913-1193 limits assumed): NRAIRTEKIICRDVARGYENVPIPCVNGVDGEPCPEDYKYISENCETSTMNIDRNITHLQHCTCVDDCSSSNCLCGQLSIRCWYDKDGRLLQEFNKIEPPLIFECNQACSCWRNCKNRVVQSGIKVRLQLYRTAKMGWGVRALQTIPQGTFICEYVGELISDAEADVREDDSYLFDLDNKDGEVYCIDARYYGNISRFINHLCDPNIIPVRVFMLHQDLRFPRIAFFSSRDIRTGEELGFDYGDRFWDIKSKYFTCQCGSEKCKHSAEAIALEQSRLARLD
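G9a (20 nM) was preincubated 15 min with compound, then reacted 2 h at room temperature with 500 nM biotin-H3K9 peptide and 20 µM SAM. Monomethyl-H3K9 detected by AlphaScreen using anti-H3K9me1 antibody.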
JMJD2A Tudor inh: qHTS Assay for Inhibitors of JMJD2A-Tudor Domain | Lysine-specific demethylase 4A (Homo sapiens), O75164 | AlphaScreen JMJD2A-Tudor / H3K4me3 peptide binding | Potency, µM (titrated, usually from 114 µM), without a hit: top-dose activity change, negative = inhibition, actives largely listed as inhibitors | 390,000 compounds, 4.4% hits; note: potency is the fitted concentration of half-maximal effect; % is set by controls: 0 for no effect and ±100 for the full control effect; nearly all actives have a fitted effect of over 50% in size
GLS inhibitor: qHTS for Inhibitors of Glutaminase (GLS). Potency, µM (series often up to 45.5 µM), for inactives: at the top dose activity change, negative = inhibition, hits mostly inhibitors. 410,000 compounds, 0.21% hits. GLS enzymatic activity, qHTS titration. AID 624170, 2012. Glutaminase kidney isoform, mitochondrial (Homo sapiens), O94925; note: potency is the fitted concentration of half-maximal effect; % is set by controls: 0 for no effect and ±100 for the full control effect
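hKGA; 45 mM KH2PO4 pH 8.2 + 0.02% Tween-20; cpd via pin tool; 1 mM Gln soln; GluOx/HRP/Amplex Red; RT 30 min; fluor. t0 & final.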
RGS4 inh: Inhibitors of Regulator of G Protein Signaling (RGS) 4: qHTS. AID 504845, 2011. 390,000 compounds, 0.039% hits. Transcreener GDP fluorescence polarization, RGS4-accelerated GTP hydrolysis. Regulator of G-protein signaling 4 (Homo sapiens), P49798. Potency, µM (series often up to 114 µM), for inactives: at the top dose activity change, negative = inhibition, most hits filed as inhibitors; note: potency is the fitted concentration of half-maximal effect; % is set by controls: 0 for no effect and ±100 for the full control effect; nearly all actives have a fitted effect of over 75% in size; some results filed as inactive show a strong effect at the top dose
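MLSMR compounds (23 nl, pin-transferred) preincubated 10 min at room temperature with a 500nM (2x) first reagent, then RGS4 at 900nM (2x) plus Transcreener GDP mix added; fluorescence polarization (620/688 nm) read before and after 90 min at 30 °C.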
* marks the source's active call; other numbers are inactive results; ? = inconclusive; · = no result given; & = joins results of further samples; ! = not active in a repeat; [ ] = remark or other dose. Unless noted, calls come from the whole dose curve; as a rule, active = well fitted curve in the direction sought with a large enough effect; inconclusive = small, poorly fitted or top-dose-only effect, or another doubt; inactive = no such curve, though single readings can be large; an effect the other way counts as inactive or inconclusive. This is a subset; count on the stated rates, not on these rows.

SMILES	BAZ2B block	ERG-DNA inh	PI4K2A block	HP1b chromo inh	12-LOX inh	G9a inh	JMJD2A Tudor inh	GLS inhibitor	RGS4 inh
COc1ccc(S(=O)(=O)n2ccc(-c3ccc(OCCN(C)c4ccccn4)cc3)n2)cc1	?	-10%	6	14%	?	·	-15%	-22%	16%
COc1ccccc1-n1cc(CN2CCN(C3CCCCC3)C(CCO)C2)cn1 (stereo not drawn)	-4%	-20%	-3	33%	-11%	·	-15%	-13%	-20%
COc1cccc(NC(=O)n2nc(N)cc2-c2ccc(Cl)cc2)c1	-6%	-4%	3	17%	16%	14%[59 µM]	?	22%	1%
CNC(=S)N1CCc2cc(OC)c(OC)cc2C1	-2%	24%	-1	12%	13%	-1%	-14%	0%	10%
COc1ccc(-c2noc(CSc3nnc(C)n3-c3cccc(C)c3)n2)cc1	-5%	0%	-9	34%	-23%	-20%[59 µM]	-7%	-1%	7%
Cc1nnsc1NC(=O)OCc1ccc(C(F)(F)F)cc1	-22%	-13%	-5	37%	121%[activator]	27%[0.501 µM]	0%	-1%	4%
CC1(C)CC(=O)C(C(=O)/C=C/NCCc2ccccc2)C(=O)C1	7%	-4%	3	16%	?	2%[59 µM]	3%	8%	-9%
CCN1C(=O)C(CC(=O)Nc2ccc(OC)cc2)N(CCN2CCOCC2)C1=S (stereo not drawn)	-1%	9%	10	27%	?	-37%	-4%	-1%	-4%
COc1ccc(CNC(=O)c2cc3ccccc3o2)cc1OC	28%	-19%	104	45%[activator]	28%	·	-13%	-2%	-15%
COc1cc(/C=C2\SC(=S)N(CCC(=O)NC3CCCC3)C2=O)cc(OC)c1OC	3%	18%	7	21%	8%	-7%	6%	-13%	0%
COc1ccc(CCNC(=O)COc2cc(C)cc3oc(=O)cc(C)c23)cc1OC	1%	15%	-5	49%[activator]	-21%	6%	-2%	2%	-5%
COc1cc(F)ccc1S(=O)(=O)n1c(C)nc2ccccc21	5%	-18%	4	41%[activator]	?	·	-7%	-8%	-19%
O=C(NNC(=S)Nc1ccccc1)c1ccco1	7%	6%	0	42%[activator]	19%	·	-5%	2%	-35%
Cc1ccc(S(=O)(=O)N2CCN(C(=O)N3CCOCC3)C2C(C)C)cc1 (stereo not drawn)	-4%	4%	1	35%	-7%	10%[59 µM]	-2%	7%	-10%
Cc1cc(C)n(Cc2ccc(Cl)nc2)n1	-5%	8%	7	2%	-1%	6%	-10%	7%	-4%
Cc1nc(N2CCCCC2)c(C#N)c(C)c1[N+](=O)[O-]	1%	-3%	-2	39%	8%	5%	-14%	-12%	18%[56.9 µM]
CS(=O)(=O)N(CC(=O)NCc1ccco1)c1ccccc1Cl	-23%	4%	-2	22%	-21%	-2%[2.33 µM]	-9%	-5%	0%
Cn1c([N+](=O)[O-])cnc1COC(N)=O	6%	-4%	-1&0	39%[activator]	-6%	12%[59 µM]	-11%	3%&5%	5%
Cc1ccc(C(C)(C)C)c(OCC(=O)NCCc2nc3ccccc3[nH]2)c1	0%	-2%	0	28%	?	-4%[59 µM]	-8%	-4%	-3%
O=c1cc(N2CCCCC2)nc2n1CCCS2	3%	0%	-2	6%	5%	18%[59 µM]	-11%	1%	29%
O=C(O)CN1C(=O)C(=O)N(Cc2ccc(Cl)cc2Cl)C1=O	-16%	3%	6	33%	?	4%	-11%	-15%	1%
O=C(Nc1cc2c(cc1Cl)OCCCO2)c1ccccc1	9%	-1%	1	33%	0%	40%[12.7 µM]	24%	1%	2%
CCc1ccc(NC(=O)CO/N=C(\C)c2cc3ccccc3o2)cc1	5%	2%	-1	60%[activator]	-13%	-3%[59 µM]	13%	-2%	-7%
CCOC(=O)CSc1ccc(C(=O)N2CCN(C)CC2)cc1[N+](=O)[O-]	11%	1%	2	31%	-14%	45µM*	-7%	-4%	6%
CCOC(=O)c1ccc(NC(=S)NNC(C)(C)C)cc1	13%	3%	-1	-1%	?	43%	-30%	16%	-9%

Further results:
SMILES	BAZ2B block	ERG-DNA inh	PI4K2A block	HP1b chromo inh	12-LOX inh	G9a inh	JMJD2A Tudor inh	GLS inhibitor	RGS4 inh
COc1ccc(CN(CC2CCC(C(=O)O)CC2)C(=S)Nc2cc(Cl)ccc2OC)cc1 (stereo not drawn)	-1%	15%	2	18%	?	?	-8%	4%	14%
Cn1ccsc1=NC(=O)c1ccccc1F	-13%	-3%	3	27%	9%	6%	16%	0%	2%
COC(=O)CSc1nnc(Cc2cc(=O)[nH]c(=O)[nH]2)n1-c1cccc(OC)c1	-5%	0%	-1	5%	0%	12%[12.7 µM]	-18%	-19%	-14%
Clc1cc2c(cc1/C=N/Nc1nc(N3CCOCC3)nc(N3CCOCC3)n1)OCO2	-12%	-11%	-3	19%	-11%	10%[59 µM]	-24%	3%	18%
O=C(Nc1nnc(S(=O)(=O)N2CCCC2)s1)c1ccccc1Br	7.1µM*!	7%&-6%	-6&-2	52%&-13%[activator]	-4%&1%	?	?	7%&5%	-4%&14%
CC1CCN(c2c(NCC3CCC(C(=O)NCc4ccccc4Cl)CC3)c(=O)c2=O)CC1 (stereo not drawn)	0%	3%	5	45%[activator]	12%[57.4 µM]	19%	-10%	14%	-17%
CCCCn1cnc2c(oc3nc4c(cc32)CCCC4)c1=O	2%	17%	-12	47%[activator]	5%	·	-23%	5%	10%
COc1cc(OC)c(NC2c3ccccc3C(=O)N2c2cc(C)ccn2)cc1Cl (stereo not drawn)	?	-12%	-6	-12%	5%	-4%[59 µM]	?	10%	17%
Cc1ccc(-n2nc3c(c2NC(=O)c2ccco2)CS(=O)C3)c(C)c1 (stereo not drawn)	9%	-4%	-1	23%	?	14µM*	-15%	5%	1%
CCn1c(O)c(/C=C2\C=Nc3ccccc32)sc1=Nc1ccc(C)cc1	2%[57.1 µM]	·	-3	10%	-6%	8%	-25%	18%	12%
Cc1ccccc1NC(=O)Cn1c(=O)n(CCc2ccccc2)c(=O)c2ccccc21	1%	-1%	0	21%	0%	4%[59 µM]	-13%	2%	6%
O=C(COc1ccc(S(=O)(=O)N2CCOCC2)cc1Cl)NCc1ccco1	-23%	1%	2	48%[activator]	8%	26%	-6%	-1%	8%
Cc1ccc(Nc2ncnc3sc4c(c23)CCC(C)C4)cc1C (stereo not drawn)	0%	1%	-2	35%	-21%	9%[59 µM]	8%	4%	7%
COc1ccc(NC(=O)CN2C(=O)COc3ccc(S(=O)(=O)NC4CCCC4)cc32)cc1OC	0%	9%	-3	-2%	-27%	2%[59 µM]	-17%	1%	-8%
CC1Cc2ccccc2N1C(=O)c1cnc2n(c1=O)CCS2 (stereo not drawn)	7%	-8%	4	34%	31%[activator]	45µM*	-7%	-1%	-6%
CC(C)Oc1ccc(C(=O)/C=C2/C(=O)Nc3ccccc32)cc1	?	14%	25	-4%	?	40µM*	?	11%	?
COc1ccccc1Nc1nc2c(S(=O)(=O)c3ccc(C(C)C)cc3)nnn2c2ccsc12	5%	5%	-1	63%[activator]	-3%	21%[59 µM]	10%	-1%	-17%
O=c1[nH]c2ccccc2cc1CN(Cc1ccco1)S(=O)(=O)c1ccccc1	-33%	6%	0	6%	-4%	?	?	4%	-6%
O=C(CN1C(=O)C2(OCCO2)c2cc(Br)ccc21)NO	·	-9%	2	13%	-7%	·	0%	-29%	14%
Cc1ccc(SCC(=O)NC(=O)Nc2ccc3c(c2)OCCO3)c(C)c1	-3%	4%	3	32%	0%	36%[59 µM]	4%	-12%	-22%
CC(=O)Nc1c(O)c2cccc3c2n(c1=O)CCC3	·	-1%	-3	22%	189%[activator]	·	-15%	-9%	-25%
CCOC(=O)C1=C(CNC(C)(C)CC(C)(C)C)NC(=O)NC1c1cccc([N+](=O)[O-])c1 (stereo not drawn)	-24%	-3%	-6	2%	0%	4%	-12%[11.4 µM]	-7%	-8%[11.4 µM]
Cc1nn(CCCC(=O)Nc2cccc(F)c2)c(=O)c2c1sc1ccccc12	-18%	-6%	1	7%	0%	?	-32%	-1%	-5%
Cn1c(SCC(=O)Nc2ccc3c(c2)oc2ccccc23)nnc1-c1ccccc1	1%	·	2	-2%&22%	?	2µM*	?	-8%	1%&-9%
CC(C)c1ccccc1	-1%	-13%	5	16%	3%	-6%[0.501 µM]	-21%	-1%	2%
CC(=O)Nc1cc(-c2nn(C)c(=O)c3ccccc23)ccc1N1CCCCC1	0%	1%	2	21%	0%	7%[59 µM]	-6%	·	12%

Screening results from PubChem BioAssay.
